M1 ag parental: M1 agonist counterscreen hit in parental CHO-K1 cells | activation, % at 3 µM | Fluo-8 calcium fluorescence; scaled to maximal ATP response, vehicle zero | AID 602248 | 360,000 compounds, 0.48% hits; in the data active = activation above about 15%;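 also: untransfected CHO-K1 host cells lacking M1 receptor as counterscreen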
CHO-K1 Ca PAM: counter-screen for M1 PAMs: effect in parental CHO-K1 cells; ATP EC20, Fluo-8 calcium fluorescence; 0% at ATP EC20, 100% at ATP max; activation, % at 3 µM; 360,000 compounds, 0.02% hits; AID 602247;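 active = activation above the run cutoff, the mean activation of all test compounds plus 3 SD, cut at about 40% in these data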;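 also: peak over basal fluorescence ratio in a 140 s read after ATP addition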
M1 ag: human M1 muscarinic receptor agonism. P11229. CHO-K1 hM1, Fluo-8 calcium fluorescence, agonist mode; 0% DMSO, 100% acetylcholine EC100. activation, % at 3 µM. 360,000 compounds, 0.33% hits;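 active = activation above the run's mean compound activation plus 3 SD, cut at about 16% in these data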;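 also: peak over basal fluorescence ratio within a 140 s kinetic read after compound addition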
Target sequence (P11229 whole entry, looked up): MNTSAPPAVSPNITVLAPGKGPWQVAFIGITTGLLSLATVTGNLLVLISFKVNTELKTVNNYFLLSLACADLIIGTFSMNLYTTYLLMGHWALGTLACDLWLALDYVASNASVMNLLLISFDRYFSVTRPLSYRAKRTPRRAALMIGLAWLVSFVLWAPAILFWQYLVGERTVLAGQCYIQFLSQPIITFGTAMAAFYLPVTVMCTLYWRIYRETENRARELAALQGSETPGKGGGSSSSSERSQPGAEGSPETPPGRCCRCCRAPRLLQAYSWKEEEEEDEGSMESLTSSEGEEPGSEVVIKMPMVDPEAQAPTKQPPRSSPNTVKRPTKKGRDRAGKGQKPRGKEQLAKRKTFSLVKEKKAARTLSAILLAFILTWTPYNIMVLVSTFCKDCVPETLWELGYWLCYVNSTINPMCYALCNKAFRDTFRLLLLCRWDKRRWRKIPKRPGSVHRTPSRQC
TAAR1 antagonist: antagonists of human TAAR1. 360,000 compounds, 1.5% hits. inhibition, % at 3 µM. CHO RD-HGA16 TAAR1, Fluo-8 calcium fluorescence, antagonist. Q96RJ0;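 active = inhibition above a per-plate cutoff, the mean inhibition of test compounds on that plate plus 3 SD, cut at about 49% in these data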;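 also: 0% = DMSO plus EC80 beta-PEA response and 100% = DMSO alone without agonist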
Target sequence (Q96RJ0 whole entry, looked up): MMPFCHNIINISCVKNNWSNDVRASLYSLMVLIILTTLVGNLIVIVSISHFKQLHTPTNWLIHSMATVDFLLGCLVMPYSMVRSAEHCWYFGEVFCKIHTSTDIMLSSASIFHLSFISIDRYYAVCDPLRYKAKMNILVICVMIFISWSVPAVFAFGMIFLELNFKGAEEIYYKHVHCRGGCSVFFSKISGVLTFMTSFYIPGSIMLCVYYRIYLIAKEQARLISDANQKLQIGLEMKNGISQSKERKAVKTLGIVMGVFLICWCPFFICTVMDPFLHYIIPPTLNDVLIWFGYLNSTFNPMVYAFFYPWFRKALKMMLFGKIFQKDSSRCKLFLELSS
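Test system: CHO RD-HGA16 cells bearing hTAAR1 | Reagent: β-PEA, EC80 | Compound dosing: 3 µM, single point | Schedule: Dye loading 75 min at 37 °C, then 30 min room temperature | Signal: Calcium fluorescence with Fluo-8 | Evaluation: Percent inhibition of PEA-evoked calcium signal, max/basal emission ratio | Control set: DMSO-only wells and EC80 β-PEA-stimulated wells | Repeats: Singlicate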
TAAR1 ag: agonists of human TAAR1 | Q96RJ0 | AID 624467 | activation, % at 3 µM | CHO RD-HGA16 TAAR1, Fluo-8 calcium fluorescence; vehicle wells 0%, saturating PEA agonist 100% | 360,000 compounds, 0.99% hits;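 active = activation above the mean activation of all test compounds in the run plus 3 SD, cut at about 38% in these data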
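Assay system: CHO-derived RD-HGA16 cells with stable Gα16 and human TAAR1; timing: 17-24 h seeding, 75 min 37 °C dye, 30 min RT; read-out: % activation from peak over basal fluorescence ratio, DMSO-to-PEA scaled; measured by: kinetic Fluo-8 calcium fluorescence; benchmarks: low control DMSO, high control PEA (EC100); doses: 3 µM single concentration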
CHO parental Ca: counter-screen for OX1R antagonists: effect in parental CHO cells | 330,000 compounds, 0.63% hits | AID 463079 | inhibition, % at 5.6 µM | parental CHO-K1, ATP-induced calcium, Fluo-8 fluorescence;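 active = inhibition above that plate's mean sample inhibition plus 3 SD, cut at about 26% in these data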;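 also: 0% = ATP-challenged DMSO wells and 100% = DMSO wells without ATP; some compounds past the cut are filed as inactive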
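Material: parental CHO cells / Compound: single nominal dose of 5.6 µM per compound / Signal: Fluo-8 fluorescence / Replicates: singlicate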
CHRM1 PAM: positive allosteric modulators of human M1 muscarinic receptor; P11229; CHO-K1 hM1, Fluo-8 calcium fluorescence, ACh EC20; 0% = ACh EC20, 100% = maximal ACh; activation, % at 3 µM; 360,000 compounds, 0.088% hits; AID 588819; in the data active = activation above about 19%, passing the limit was not always enough
CHO-K1 Ca antag: nonselective inhibitor or artifact in parental CHO-K1 cells; inhibition, % at 3 µM; ATP-induced calcium, Fluo-8 fluorescence; 360,000 compounds, 0.6% hits; AID 602250;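 active = inhibition above a per-plate cutoff, the plate's mean sample inhibition plus 3 SD, cut at about 24% in these data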;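 also: 0% = DMSO plus EC80 ATP and 100% = DMSO alone without ATP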
CHRM1 antagonist: blocks human M1 muscarinic receptor | P11229 | CHO-K1 hM1, Fluo-8 calcium fluorescence, ACh EC80 antagonist | inhibition, % at 3 µM | 360,000 compounds, 1.3% hits | AID 588852;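 active = percent inhibition above its own plate's cutoff, namely the mean of that plate's compound wells plus 3 SD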;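 also: peak over basal fluorescence ratio during 140 s after agonist addition; 0% = ACh EC80 plus DMSO and 100% = DMSO alone without agonist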
Starred values were filed as active, the others as inactive; . = not tested or not shown.

SMILES	M1 ag parental	CHO-K1 Ca PAM	M1 ag	TAAR1 antagonist	TAAR1 ag	CHO parental Ca	CHRM1 PAM	CHO-K1 Ca antag	CHRM1 antagonist
C=CCN(CC=C)S(=O)(=O)c1ccc(NC(=S)NC(=O)C2CC2)cc1	3.9	-10	-6	20	2	0	-4	-1	-2
CCCN(CCC)S(=O)(=O)c1ccc(NC(=O)c2cc(C(=O)OC)cc([N+](=O)[O-])c2)cc1	0.6	18	-6	3	6	-14	6	-11	-3
CC(C)CCNC(=O)COc1ccc(C(=O)c2ccccc2)cc1	8.3	7	-3	12	6	-15	3	-10	-3
Cc1ccc(-c2nnc(-c3ccc(NC(=O)Cc4cccs4)cc3)o2)cc1	-0.2	-11	4	12	3	-18	15	18	-28
COc1ccc(-c2c3c(=O)n(C)c(=O)n(C)c3cn2-c2cccc(OC)c2)cc1	-0.3	8	-6	-18	23	-9	-2	-17	-9
OCCC1CN(Cc2cn[nH]c2C2CCCCC2)CCN1C1CCCC1 (stereo not drawn)	0.1	-9	-8	-4	1	-7	2	-11	-7
CCCCCNC(=O)N[C@H](C(=O)O)C(C)C	0.1	7	-3	11	6	-7	4	-2	1
O=C(Cc1ccccc1)c1c[nH]c(C(=O)O)c1	1.1	-3	-7	16	1	-10	3	0	0
COc1ccc(OC)c(CCNC(=O)C2CCN(c3ncnc4c3nc3n4CCCCC3)CC2)c1	0.3	6	-1	-15	-1	-12	-9	-8	7
COc1cc(C(=O)OCC(=O)NC(=O)NCc2ccccc2)ccc1OC(F)F	-0.3	7	3	-8	1	-19	12	-9	-12
COc1cccc(/C=N/NC(=O)c2ccc(-n3cnnn3)cc2)c1	0.3	-16	-1	14	1	.	-9	15	27
COc1ccc(N2CCCn3c2nc2c3c(=O)n(Cc3ccccc3F)c(=O)n2C)c(OC)c1	8.4	15	-4	-21	2	-12	10	3	-18
COc1ccc(NS(=O)(=O)c2cccc(C(=O)NCC3CCCO3)c2)cc1 (stereo not drawn)	1.3	27	-1	2	1	-14	1	-3	5
O=C(NCCCC1CCCC1)C1CCC(=O)N(Cc2ccccc2F)C1 (stereo not drawn)	0.8	11	-4	-8	2	-21	10	-13	-12
Cc1ccc(S(=O)(=O)Nc2ccc3c(c2)C(=O)N([C@H](C)CO)C[C@@H](C)[C@@H](CN(C)C(=O)Nc2cccc4ccccc24)O3)cc1	0.7	23	1	4	4	-13	10	-20	-13
COc1cc(OC)c(S(=O)(=O)Nc2ccccc2N2CCOCC2)cc1NC(C)=O	0.1	21	1	9	2	-5	11	-15	-8
S=C(NCc1ccncc1)NC1CCCC1	0.2	5	-11	7	-2	1	7	2	-5
CC(=O)Nc1cc(C(=O)NCCN2CCN(Cc3ccccc3)CC2)ccc1Sc1ccc(C)cc1	0.0	19	-7	-16	-1	-11	2	-14	-8
CC(C)c1cc(-c2n[nH]c(=S)n2Cc2ccccc2)cs1	-0.1	14	-8	-9	11	-25	-4	-12	-6
COCCn1c(C)cc(C(=O)COC(=O)c2ccc(Cl)c(S(N)(=O)=O)c2)c1C	1.8	-25	-1	26	3	-11	-1	-14	2
N#Cc1ccc(C23OCCN2CCn2nc4ccccc4c23)cc1 (stereo not drawn)	1.0	13	2	-2	0	-11	14	-13	-15
Cc1[nH]c(=S)c(C#N)c2c1CCCC2	-0.7	10	-4	10	8	-12	9	9	5
O=C(CCN1C(=O)COc2ccccc21)NCCCN1CCN(c2ccc(F)cc2)CC1	0.2	16	-13	-28	3	-18	-3	-10	-3
Cc1ccc(S(=O)(=O)N[C@@H](C)C(=O)N2CCC(C(=O)N3CCC[C@H]3C(=O)O)CC2)cc1	0.0	-6	-2	-7	-1	4	5	6	3
S=C(NCCc1ccc(Cl)cc1)NCc1ccco1	0.4	10	-11	13	6	-7	11	-2	-3
O=C(CSc1nc2ccccc2c(=O)n1-c1ccccc1Cl)NC1CCS(=O)(=O)C1 (stereo not drawn)	1.3	-2	-2	-2	4	-16	1	-9	-4
C[C@@]12CC(=O)NC1N(C(=O)c1ccccc1)C(c1ccccc1OC(=O)c1ccccc1)C2 (stereo partly drawn)	0.0	-2	0	17	11	-6	11	2	-21
CC(NC(=O)COC(=O)c1ccc(N(C)C)cc1)c1ccccc1 (stereo not drawn)	2.1	-6	-10	-3	4	-16	-13	4	0
COc1ccc(SCCN2CC[C@@H](C(C)(C)C)CCC2=O)cc1	-0.9	-15	-4	35	25	-17	-1	-11	0
COc1cccc(NC(=O)C2(C)CCN2C(=O)CC2CCCC2)c1 (stereo not drawn)	0.5	-8	-3	-1	4	.	3	-12	-9
COc1ccc(CN2C3CCC2CC(NC(=O)c2cccc(F)c2)C3)cc1 (stereo not drawn)	-0.1	10	-9	-3	1	-12	-19	-2	23
COc1ccc(N2CCN(CCCNC(=O)C(=O)c3c(C)n(C)c4ccccc34)CC2)cc1	0.0	-2	-6	1	2	-30	9	-10	-19
COc1cc(CN2CCCC(CO)(Cc3cccc(Cl)c3)C2)cc(OC)c1O (stereo not drawn)	0.4	5	-9	-6	2	-23	0	-8	-7
COC(=O)c1ccsc1NC(=O)CN1CCN(Cc2ccc3c(c2)OCO3)CC1	1.2	21	-11	-1	3	-20	9	-23	-16
COC(=O)c1cc(NC2c3ccccc3C(=O)N2CCN2CCOCC2)cc(C(=O)OC)c1 (stereo not drawn)	0.4	-9	-3	9	1	-8	-11	17	18
C=CCc1ccc(OCC(O)CN2CCN(Cc3ccccc3)CC2)c(OC)c1 (stereo not drawn)	0.2	16	-9	-2	4	-14	2	1	-4
Cc1nn(-c2ccc(F)cc2)c2sc(C(=O)OC3CCOC3=O)cc12 (stereo not drawn)	1.0	16	-4	3	3	6	0	-5	-23
O=C(Oc1ccc(-c2csnn2)cc1)C1CC1	0.4	18	-3	-13	-1	-6	7	-15	-17
COc1ccc(OC)c(N(CC(=O)Nc2cccnc2)S(=O)(=O)c2ccc(OC)c(OC)c2)c1	4.7	13	3	48	18	-2	-7	-10	6
CCn1c(CSc2nc3ccccc3[nH]2)n[nH]c1=S	1.0	6	-7	.	.	-1	-4	-8	9
Cc1ccc(SCC(=O)O/N=C(\N)c2ccc([N+](=O)[O-])cc2)cc1	0.7	18	-7	-7	12	-3	0	-10	-6
CCOc1cccc(C(=O)Nc2cc(C)ccc2NC(=O)c2ccco2)c1	2.1	5	-3	21	1	.	-1	-1	1
O=C(COc1ccc2ccccc2c1Br)Nc1ncn[nH]1	19*	-11	-5	.	.	-7	-5	15	6
CCN(Cc1nc(-c2ccc(C)cc2)no1)C(=O)c1ccco1	3.6	0	-2	0	1	-12	9	-14	-13
O=C(NCCCc1ccccc1)C(=O)NCC1OCCN1S(=O)(=O)c1cc(F)ccc1F (stereo not drawn)	3.1	9	-3	-2	1	-14	0	-7	-4
Cc1cc(NC(=O)c2ccc([N+](=O)[O-])cc2Cl)ccc1NC(=O)c1ccco1	1.0	10	-5	8	0	-8	11	6	-8
COc1cccc(CC2(CO)CCCN(Cc3cn[nH]c3C3CCCCC3)C2)c1 (stereo not drawn)	0.8	16	-6	-9	0	-20	5	-13	-7
Cc1onc(-c2ccccc2)c1C(=O)OCC(=O)N1CCC(C)CC1	-0.2	-7	-6	-17	10	-14	4	-3	-6
Cc1ccc(CN2C(=O)C(F)(F)Oc3ccccc32)cc1	0.1	16	-8	-7	-1	.	-6	-8	-9
O=C(C[n+]1cc(Br)cc2ccccc21)c1ccc(Br)cc1	-0.1	-1	-10	-24	2	-6	-14	6	9

Next compounds
SMILES	M1 ag parental	CHO-K1 Ca PAM	M1 ag	TAAR1 antagonist	TAAR1 ag	CHO parental Ca	CHRM1 PAM	CHO-K1 Ca antag	CHRM1 antagonist
O=C(O)CCCC(=O)NCc1c(Cl)cccc1Sc1ccc(Cl)cc1	0.5	14	-4	-26	0	-3	9	-8	-9
COc1cc(-c2cc(C(=O)NCc3ccc(S(N)(=O)=O)cc3)c3ccccc3n2)cc(OC)c1OC	-0.1	-1	1	32	1	-19	7	1	-10
COc1ccccc1C(=O)NCC(=O)OCC(=O)NNC(=O)c1ccc(Br)cc1	-0.3	1	-3	-15	12	-11	2	-14	-10
COc1ccc(Cc2nnc(NC(=O)Nc3ccccc3OC)s2)cc1	1.3	-14	2	-14	3	-7	8	-4	-12
Cc1[nH][nH]c(=O)c1N=Nc1ccc(S(N)(=O)=O)cc1	0.1	-16	-3	-35	0	-8	-2	19	3
O=C(CC1(O)CCCCC1)OC1CCCC1	1.1	12	-3	.	.	.	7	-14	-15
CCNC(=O)C1(C)CCCN(C(=O)c2ccc3ccccc3n2)C1 (stereo not drawn)	-0.5	-11	5	-27	1	.	21	18	-18
CC(=O)c1sc(NC(=O)CCS(=O)(=O)c2ccccc2)nc1C	0.8	0	3	2	1	-11	22	1	-16
C/C(=N/N=C1/NC(=O)CC(C(=O)O)S1)c1ccccc1 (stereo not drawn)	0.0	31	-9	4	-3	-6	12	-14	-17
COc1cc(/C=C2\C(=N)N3N=C(S(C)(=O)=O)SC3=NC2=O)ccc1OS(=O)(=O)c1ccc(C)cc1	0.0	5	-3	1	1	14	11	-13	-12

Single records (already shown):
Shown for O=C(CC1(O)CCCCC1)OC1CCCC1 = M1 ag parental = 1.1; CHO-K1 Ca PAM = 12; M1 ag = -3; TAAR1 antagonist = .; TAAR1 ag = .; CHO parental Ca = .; CHRM1 PAM = 7; CHO-K1 Ca antag = -14; CHRM1 antagonist = -15
Shown for COc1cc(/C=C2\C(=N)N3N=C(S(C)(=O)=O)SC3=NC2=O)ccc1OS(=O)(=O)c1ccc(C)cc1 = M1 ag parental = 0.0; CHO-K1 Ca PAM = 5; M1 ag = -3; TAAR1 antagonist = 1; TAAR1 ag = 1; CHO parental Ca = 14; CHRM1 PAM = 11; CHO-K1 Ca antag = -13; CHRM1 antagonist = -12

The list goes on.
SMILES	M1 ag parental	CHO-K1 Ca PAM	M1 ag	TAAR1 antagonist	TAAR1 ag	CHO parental Ca	CHRM1 PAM	CHO-K1 Ca antag	CHRM1 antagonist
COc1cc(C2C(=O)N(C3CCCC3)CC(=O)N2Cc2ccco2)ccc1OC(C)C (stereo not drawn)	3.0	17	-3	17	9	-22	-1	-3	3
CC(CC(=O)NCCc1ccc(F)cc1)c1ccccc1 (stereo not drawn)	0.7	2	-3	-17	0	-23	2	-1	0
COc1ccc(CSc2nc3ccccc3c(=O)n2CCCN2CCOCC2)cc1F	3.9	7	-4	-6	-1	-34	-9	-1	19
COc1ccc(-c2n[nH]c(C)c2-c2cnn(-c3ccccc3)c2)c(O)c1	0.0	-3	-4	-12	-1	-5	-4	9	1
O=C(NNC(=S)NC1CCCCC1)c1cccs1	-0.4	7	0	6	2	-8	7	-6	-3
Cc1ccc(NCC(=O)NNC2=NCCC2)c(C)c1	-0.6	0	-6	-10	2	-11	5	11	1
C=CCNC(=O)COc1cc(C)ccc1C	0.2	-14	-5	-2	6	-5	3	23	-3
COC(=O)c1ccc2nc(NC(=O)COC(=O)CSc3nc(C)cc(C)n3)sc2c1	15*	8	-4	10	5	-11	1	14	2

Compound activity from PubChem.
